# Compound activity deposited in PubChem by several laboratories.
# MEX-5 binding = C. elegans MEX-5 TCR-2 RNA binding activity; activity score (negative = inhibition of binding), % at 10 µM; hit rate 0.38% among 300,000; MEX-5/FITC-TCR2 RNA binding, fluorescence polarization; hits give low values;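 active means inhibition past about -25% in most replicates, and total fluorescence under double the plate's negative control median, limit read from the data; inconclusive means replicates evenly split on the limit, or fluorescence at least double controls; inactive means too little inhibition in most replicates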;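 further: 0% = DMSO and -100% = 5 µM competing unlabeled TCR2 RNA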
# BCLXL inh = Bcl-xL (human) inhibition; Q07817; GST-Bcl-xL / FITC-Bim BH3 peptide fluorescence polarization; inhibition, % at 10.9 µM; hit rate 0.7% among 320,000;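 active means inhibition above the mean of all tested compounds plus 3 SD, cutoff set per campaign, cut at about 30% in these data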;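 further: 0% = DMSO wells and 100% = unlabeled Bim-BH3 peptide competitor; inhibitors lower millipolarization by displacing the labeled peptide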
# GLD-1 TGE inh = GLD-1-TGE RNA interaction inhibition (C. elegans). purified GLD-1 + fluorescein TGE RNA, fluorescence polarization. AID 2280. hit rate 0.44% among 320,000. inhibition, % at 5.96 µM;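 active means percent inhibition above a per-plate cutoff, the plate mean of test compounds plus 3 SD, cut at about 30% in these data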;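 further: 0% = DMSO wells with GLD-1 and probe and 100% = wells lacking GLD-1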
# MCL1-BIM inh = MCL1-BIM-BH3 interaction inhibition (human); GST-MCL1 / FITC-Bim-BH3 fluorescence polarization; inhibition, % at 10.9 µM; hit rate 0.68% among 320,000; AID 2057;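 active means inhibition above the mean inhibition of all tested compounds plus 3 SD, set per campaign, cut at about 40% in these data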;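 further: 0% = DMSO wells and 100% = unlabeled Bim-BH3 peptide control; higher means more loss of mP so more displacement of Bim peptide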
# AGP1 TOR yeast = yeast TOR pathway AGP1-GFP modulation; AID 2066; GFP response vs DMSO, % at 10 µM; hit rate 0.02% among 320,000; S. cerevisiae AGP1-GFP multiplex flow cytometry, 3 h; GFP as percent of DMSO wells;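 active means GFP response relative to DMSO above a set limit, near screen average plus 3 SD, cut at about 150% in these data; inconclusive means fewer than 70 cells counted for the yeast strain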;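 further: median GFP channel fluorescence of the gated AGP1 strain per well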
# CIT2-GFP yeast = alters CIT2-GFP fluorescence in TOR pathway yeast screen | S. cerevisiae CIT2-GFP strain, flow cytometry, 3 h; 100 means same as DMSO wells | GFP response vs DMSO, % at 10 µM | hit rate 0.065% among 320,000;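 active means GFP response relative to DMSO above a set limit, near the screen mean plus 3 SD, cut at about 150% in these data; inconclusive means Fewer than 70 cells measured for a yeast strain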;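 further: ratio of well median GFP fluorescence to mean of DMSO wells on the plate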
# GRK2 inh = blocks RNA aptamer binding to human GRK2. bead flow cytometry, FAM-aptamer displacement from GRK2. inhibition of aptamer binding, % at 10 µM. hit rate 0.59% among 330,000. AID 488847;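 active means inhibition of aptamer binding above 40%, roughly 3 SD of noise, on plates passing a quality check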;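 further: median bead fluorescence of bound FAM aptamer so fluorescent compounds give negative values; no value below 0 was filed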
# Fam108B counter = Fam108B inhibition, counter-screen for RBBP9 inhibitors | hit rate 0.33% among 300,000 | recombinant Fam108B, FP-Rh probe fluorescence polarization | inhibition, % at 9.51 µM;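 active means inhibition above the screen mean inhibition plus 3 SD, computed separately per campaign, cut at about 18% in these data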;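 further: inhibitors lower polarization as less probe binds the enzyme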
# VLA-4 inh = inhibition in a human VLA-4 binding assay. P13612. VLA-4 expressing cells, ligand binding flow cytometry. inhibition, % (about 7 µM as worked out from the volumes in the protocol). hit rate 0.2% among 330,000. AID 2557; in the data active means inhibition above about 50%
# Target sequence (P13612 whole entry, looked up): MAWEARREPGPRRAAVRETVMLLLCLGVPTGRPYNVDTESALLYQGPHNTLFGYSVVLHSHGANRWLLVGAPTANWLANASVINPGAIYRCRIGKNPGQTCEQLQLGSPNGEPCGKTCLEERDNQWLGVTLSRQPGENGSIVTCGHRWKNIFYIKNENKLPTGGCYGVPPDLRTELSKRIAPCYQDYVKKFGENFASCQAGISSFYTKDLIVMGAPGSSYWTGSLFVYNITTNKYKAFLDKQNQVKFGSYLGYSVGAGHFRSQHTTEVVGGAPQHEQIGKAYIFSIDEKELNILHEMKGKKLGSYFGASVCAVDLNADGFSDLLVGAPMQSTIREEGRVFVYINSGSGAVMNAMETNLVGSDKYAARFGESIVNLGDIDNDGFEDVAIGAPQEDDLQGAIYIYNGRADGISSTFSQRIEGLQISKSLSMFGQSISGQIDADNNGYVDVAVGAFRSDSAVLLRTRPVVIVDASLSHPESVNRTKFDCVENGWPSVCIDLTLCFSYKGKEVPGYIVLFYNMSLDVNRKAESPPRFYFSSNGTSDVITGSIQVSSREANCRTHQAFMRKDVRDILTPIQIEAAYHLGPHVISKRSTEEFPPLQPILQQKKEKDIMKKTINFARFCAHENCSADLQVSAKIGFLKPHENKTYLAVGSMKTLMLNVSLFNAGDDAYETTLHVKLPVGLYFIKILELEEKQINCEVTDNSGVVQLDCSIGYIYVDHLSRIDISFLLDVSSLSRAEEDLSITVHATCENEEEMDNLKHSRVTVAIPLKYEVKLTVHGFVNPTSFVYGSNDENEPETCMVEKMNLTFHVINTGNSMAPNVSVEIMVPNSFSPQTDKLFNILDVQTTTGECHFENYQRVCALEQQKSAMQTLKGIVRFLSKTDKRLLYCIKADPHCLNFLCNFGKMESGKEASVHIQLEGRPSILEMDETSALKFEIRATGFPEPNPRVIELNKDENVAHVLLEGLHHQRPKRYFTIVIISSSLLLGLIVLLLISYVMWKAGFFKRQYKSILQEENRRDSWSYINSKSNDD
# * hit, by the source's call; ? = inconclusive; / = no result given; [ ] = remark or other dose. Compounds as they come; any-hit rate near 2.2%.
SMILES,MCL1-BIM inh,CIT2-GFP yeast,MEX-5 binding,GRK2 inh,AGP1 TOR yeast,Fam108B counter,GLD-1 TGE inh,VLA-4 inh,BCLXL inh
CCOc1ccc(-c2cccc(NS(=O)(=O)c3cc([N+](=O)[O-])ccc3Cl)c2)nn1,6.0,97.2,-4.7,1.0,99.3,9.3,7.5,-0.4,5.4
COc1ccc(NC(=O)COc2ccc(/C=C/c3cc[n+](C)cc3)cc2OC)cc1,-16.9,102.8,-4.5,0.0,96.1,0.2,-9.1,4.6,-4.2
Clc1ccccc1/C=N/c1cc(-c2ccccc2)nn1-c1ccccc1,5.5,95.9,2.6,0.0,102.5,-5.1,-6.2,8.1,0.3
Cc1ccc(S(=O)(=O)n2ccc(-c3cccc(OCc4c(F)cccc4Cl)c3)n2)cc1,4.7,?,-1.2,5.0,/,-0.1,-6.9,-0.7,-1.7
C/C(=N\Nc1ccccn1)c1ccc(C#N)cc1,4.2,103.6,0.6,0.0,100.6,0.5,-1.7,0.0,-0.2
CCOC(=O)c1c(C)[nH]c(C(=O)OCC(=O)N2CCN(S(=O)(=O)c3ccc(C)cc3C)CC2)c1C,2.0,94.6,/,0.0,101.2,/,9.2,-12.3,-1.6
CC(OC(=O)c1cccc(-n2cnnn2)c1)C(=O)NC1(C#N)CCCCC1 (centres undefined),-3.7,94.0,/,0.0,91.4,/,7.3,10.8,4.2
O=C(O)CCCCCCCCCC[n+]1ccccc1,0.0,87.1,1.5,2.0,90.6,-3.0,5.0,7.5,3.5
CCN(CC)C(=O)c1cc(C(C)(C)C)c(O)c(C(C)(C)C)c1,4.5,100.0,4.0,1.0,101.6,-0.8,-4.5,-5.4,0.6
O=C(N/N=C/c1coc2ccccc2c1=O)c1cc(Br)ccc1O,12.5,107.7,-6.9,7.0,96.3,1.1,8.5,-1.4,3.5
Cc1noc(C)c1CSCC(=O)Nc1cccc(C(F)(F)F)c1,/,96.8,/,4.0,91.6,/,8.8,2.4,/
Brc1ccc(CN2CC[C@H]3C=CCc4cccc(c43)C2)cc1,5.6,105.7,/,1.0,104.6,/,8.1,0.0,7.7
COc1ccc(-c2cc(C(=O)OC3CCOC3=O)c3ccccc3n2)cc1OC (centres undefined),-4.4,107.6,-2.6,2.0,98.4,0.7,-0.8,-8.1,2.0
C/C(=N\NC(=O)CCCNc1ccccc1)c1ccncc1,-4.3,99.7,-6.2,2.0,101.8,-0.6,-5.5,-8.7,-0.6
c1ccc2c(c1)ccc1nnc(-c3ccc4c(c3)OCO4)n12,2.0,106.2,-0.3,1.0,112.7,-0.6,3.6,-19.3,5.9
CCOC(=O)c1cnc(-c2ccccc2)[nH]c1=O,1.5,103.9,-1.0,2.0,96.4,3.9,1.8,4.6,6.2
O=C(O)C(Cc1ccccc1)NC(=O)C(c1ccccc1)c1ccccc1 (centres undefined),-5.3,99.4,1.3,2.0,100.6,-2.8,3.6,5.0,2.9
O=C(O)C1CCN(C(=O)CCN2C(=O)S/C(=C\c3ccccc3)C2=O)CC1,14.4,95.0,1.8,0.0,98.8,1.6,-0.8,8.1,7.5
Cc1ccc(NC(=O)c2ccc(-n3cncn3)c([N+](=O)[O-])c2)cc1F,-7.3,99.9,1.4,0.0,104.9,-3.3,3.8,4.1,-5.7
Cc1ccc(NNC(=O)c2ccno2)c(C)c1,14.7,/,0.0,0.0,/,-2.3,5.0,-3.3,7.5
Cc1nc(NC(C)(C)CO)c([N+](=O)[O-])cc1[N+](=O)[O-],7.8,104.5,-1.7,0.0,105.3,-3.6,-0.3,11.4,9.4
Cc1c(/C=N/NC(=O)c2cccnc2)cc(C#N)n1C,0.8,93.1,2.4,0.0,99.5,-0.5,1.3,22.2,-1.4
CCOc1ccc(S(=O)(=O)Nc2cccc(C(=O)NCC(c3ccc(OC)cc3)N3CCOCC3)c2)cc1 (centres undefined),5.7,109.6,-0.6,1.0,105.5,-3.9,-3.1,0.6,-0.2
O=C(COC(=O)c1ccc(NS(=O)(=O)c2ccc(F)c(F)c2)cc1)NCC1CCCO1 (centres undefined),-2.1,103.5,0.0,0.0,101.5,3.6,4.2,41.3,-3.1
CC1CCCC(C)N1C(=O)COc1ccc(C(=O)Nc2ccccc2N2CCOCC2)cc1 (centres undefined),2.9,101.3,2.2,2.0,107.8,-2.1,4.1,10.6,6.8
COc1ccc(CNC(=O)N2CCN(c3ccccc3)CC2)cc1,0.7,112.9,-0.6,1.0,87.3,-0.9,3.1,20.5,2.1
O=C(CN(C(=O)c1csnn1)c1ccc(Br)cc1)NC1CCCCC1,12.9,92.9,0.0,1.0,95.2,1.3,-0.9,16.3,10.8
O=C(c1ccc(F)cc1)c1cn(Cc2ccc(F)cc2)c2cc3c(cc2c1=O)OCCO3,-0.4,97.0,0.4,2.0,99.5,-0.8,4.2,-1.1,5.3
O=C(COC(=O)c1cc(S(=O)(=O)N2CCc3ccccc3C2)ccc1Cl)NCc1ccco1,16.1,103.0,-0.4,7.0,103.4,4.4,-3.4,0.0,11.9
O=C(Nc1ccc(N=Nc2ccccc2)cc1)c1ccccc1Cl,6.7,104.4,-0.3,2.0,100.0,-1.7,-5.1,15.8,1.3

# Continued:
SMILES,MCL1-BIM inh,CIT2-GFP yeast,MEX-5 binding,GRK2 inh,AGP1 TOR yeast,Fam108B counter,GLD-1 TGE inh,VLA-4 inh,BCLXL inh
O=C1C2C(c3ccccc3)CC=CC2[C@H](c2ccc(C(F)(F)F)cc2)N1Cc1ccccc1 (some centres undefined),-0.2,98.4,-0.8,2.0,84.3,-1.4,7.7,2.6,-1.4
O=C(NC1CC1)C1CCN(S(=O)(=O)c2cc([N+](=O)[O-])ccc2Cl)CC1,25.2,100.7,/,2.0,103.1,/,5.5,14.2,4.7
Cc1c(C(Nc2ccccn2)c2ccc(Cl)cc2)c(=O)n(-c2ccccc2)n1C (centres undefined),3.2,90.6,-2.2,2.0,100.7,-0.5,4.9,18.6,-1.4
O=C(N[C@@H]1C[C@H]2CC[C@@H]1C2)c1ccco1,0.2,71.8,-2.6,3.0,71.7,10.3,5.6,-6.6,2.9
C/C(CC(=O)NC(C)C)=N\NC(=O)C(c1ccccc1)c1ccccc1,4.8,98.1,2.4,2.0,97.4,2.0,0.1,9.4,0.3
CCS(=O)(=O)N1CCC(C(=O)Oc2ccc(Br)cc2)CC1,0.7,98.2,-2.1,4.0,101.5,-2.1,5.0,10.7,-0.5
CCOC(=O)c1c(NC(=O)CCC(=O)N(CC)CC)sc2c1CC(C)(C)OC2,-0.5,99.1,-2.1,0.0,106.0,-2.8,0.3,8.7,2.8
COc1ccc(NC(=O)c2ccccc2C(=O)N2CCCCC2)cc1,7.4,105.2,-1.6,0.0,102.4,4.4,5.3,4.1,5.9
COc1cc(-c2noc(C)c2/C=C/c2ccc(C(=O)O)cc2)cc(OC)c1OC,3.7,60.2,-0.7,29.0,70.5,1.4,5.1,-4.5,3.5
COc1cccc(C2/C(=C(\O)c3ccc4c(c3)OCCO4)C(=O)C(=O)N2CCCn2ccnc2)c1 (centres undefined),-5.7,96.2,12.1,0.0,94.6,1.4,-8.2,8.0,-8.9
COc1ccc(C(CNC(=O)CNC(=O)c2cccc(C)c2)N2CCOCC2)cc1 (centres undefined),5.3,98.3,/,0.0,99.4,/,5.8,7.5,2.8
O=C(NNS(=O)(=O)c1ccccc1)c1sccc1-n1cccc1,10.6,101.6,-0.6,1.0,/,-3.2,-2.7,3.4,5.8
COc1ccccc1OCCCn1c(=O)sc2ccccc21,8.2,83.9,0.9,5.0,101.2,-5.6,4.5,0.0,0.4
Cc1cc(C(=O)NC2CCN(Cc3ccccc3)CC2)n[nH]1,-6.7,98.7,-2.7,50.0*,95.1,-0.8,-8.5,16.0,1.9
CCNC(=S)NNC(=O)c1cccn(Cc2ccc(Cl)cc2)c1=O,5.6,90.4,1.1,2.0,100.4,3.2,7.0,28.2,-0.2
O=C(c1nc2ccccn2c1CNCCCn1nnc2ccccc21)N1CCOCC1,12.7,108.5,-1.5,1.0,97.3,1.3,8.0,4.0,10.0
C/C(CC(=O)NC1CCCCCC1)=N\NC(=O)c1cnccn1,10.8,103.4,-0.1,1.0,100.5,6.7,0.4,3.5,8.3
O=C(O)C(C(=O)/C=C/c1ccco1)=C1SCCS1,51.4*,109.9,3.0,20.0,104.8,-3.7,4.3,0.9,25.6
COc1ccc(C(=O)COC(=O)CN2C(=O)C3C4C=CC(C5CC45)C3C2=O)cc1 (centres undefined),1.4,98.4,/,1.0,94.6,3.9,7.4,-6.4,1.8
COc1ccc(CCNC(=O)CSc2nc(=O)n3cccc(C)c3n2)cc1OC,-3.2,103.0,-1.4,0.0,100.7,3.9,-4.8,3.8,-1.5
COc1cc(OC)cc(C(=O)NC(=S)Nc2nc(-c3cc4ccccc4o3)cs2)c1,7.6,97.8,1.1,1.0,103.2,-0.3,-2.2,2.5,2.3
COc1ccc(Cl)cc1N(CC(=O)NC(C)(C)C)S(=O)(=O)c1ccc(C)c([N+](=O)[O-])c1,8.6,91.2,0.1,0.0,90.7,-0.3,0.7,8.9,5.3
Cc1cccc2c1cnn2C(=O)Nc1cc(F)ccc1F,-10.2,102.9,-0.8,5.0,100.7,-0.7,8.4,0.7,-3.5
CC(C)OC(=O)c1c(NC(=O)Cn2cnc([N+](=O)[O-])n2)sc2c1CCCC2,10.1,104.2,1.0,0.0,99.8,-4.6,3.6,9.2,4.0
Cc1ccc(CNC(=O)CC(C)S(=O)(=O)c2ccc3c(c2)NC(=O)C(C)S3)cc1 (centres undefined),-0.1,99.0,-11.3,3.0,107.5,-2.9,1.0,0.1,-1.8
COc1cc(C(=S)N2CCOCC2)ccc1OC(=O)c1ccccc1[N+](=O)[O-],-0.6,86.8,-0.3,4.0,92.4,-4.1,0.3,-0.5,1.6
O=C(CCS(=O)(=O)c1ccc(Br)s1)NC1CCCCCC1,0.8,?,0.7,0.0,23.4[may fluoresce violet],-0.7,-9.8,-2.2,1.4
COc1ccc(C(CC(=O)c2ccccc2)CC(=O)c2ccccc2)cc1OC,3.5,101.7,0.9,1.0,101.5,0.1,3.5,3.6,3.7
CC(=O)NC(c1cccs1)c1cc(F)c2cccnc2c1O (centres undefined),6.7,94.5,/,3.0,84.2,/,0.3,6.3,2.2
COc1ccccc1[C@@H]1C(c2cccc(C)c2)=NN(c2ccccc2)[C@H]1C(=O)N1CCOC1=O,4.9,77.2,1.6,0.0,86.0,5.5,-1.5,-11.4,1.5
O/N=C/c1ccccc1OCc1ccccc1F,-4.6,75.4,-1.2,0.0,79.3,-2.3,-0.4,4.8,-2.1
COc1cc(CNc2ccccc2SC)cc(OC)c1OC,4.7,101.2,1.4,1.0,104.7,-1.8,1.0,5.7,7.2
CN(Cc1cc(=O)[nH]c2ccccc12)C(=O)c1ccccc1,10.3,89.7,-0.2,1.0,90.0,1.1,-1.5,-9.7,4.2
